Screening data deposited in PubChem by Sanford-Burnham Center for Chemical Genomics.
Scp1 inh: Scp-1 (human) phosphatase inhibition; Q9GZU7; Recombinant Scp1, phosphopeptide, malachite green phosphate absorbance; inhibition, % at 20 µM; hit rate 0.88% among 340,000; AID 493091;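 active = inhibition above about 50% at 20 µM, limit read from the data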;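 also: plate controls were DMSO wells with enzyme for no effect and wells lacking enzyme for full effect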
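assay system = SCP-1 phosphatase catalytic domain, residues 76-261 | buffer or medium = 50 mM Tris acetate pH 5.5, 0.005% Tween-20, 10 mM MgCl2 | incubation = enzyme reaction 45 min at room temperature, colour 5 min, stabilisation 30 min | signal = Phosphate-binding colour reagent, absorbance read at 630 nm | measure = % inhibition at 20 µM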
NadD block: inhibitors of Staphylococcus aureus NadD | AID 602399 | inhibition, % at 20 µM | purified NadD enzyme, colorimetric absorbance read-out | hit rate 0.78% among 360,000; in the data active = inhibition above about 26%; also: some compounds past the cut are filed as inactive
STEP block: blocks human striatal-enriched tyrosine phosphatase | AID 588621 | recombinant STEP, OMFP fluorogenic substrate, fluorescence | P54829 | hit rate 0.25% among 360,000 | inhibition, % at 20 µM;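 active = inhibition at 20 µM, scaled per plate between control wells, above about 37%, limit read from the data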;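 also: 0% = DMSO with enzyme and substrate and 100% = substrate only without enzyme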
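Material: STEP (striatal-enriched tyrosine phosphatase) enzyme, cell-free | Medium: 50 mM Bis-Tris pH 6.0 with 2.5 mM DTT and 0.005% Tween 20 | Read-out: Percent inhibition scaled to no-enzyme and uninhibited-enzyme controls, plate-pattern corrected | Signal: Fluorescence read at 480 nm ex / 540 nm em | Times: 20 min reaction, room temperature, in the dark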
LMPTP inh: LMPTP (human) inhibition; P24666; recombinant LMPTP-A, OMFP fluorogenic substrate, fluorescence intensity; inhibition, % at 20 µM; hit rate 0.22% among 360,000;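 active = compounds that cut the enzyme signal by at least half of the control window in the single-dose screen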;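 also: plate controls were DMSO wells with enzyme plus substrate for no effect and substrate without enzyme for full effect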
Target sequence (P24666 whole entry, looked up): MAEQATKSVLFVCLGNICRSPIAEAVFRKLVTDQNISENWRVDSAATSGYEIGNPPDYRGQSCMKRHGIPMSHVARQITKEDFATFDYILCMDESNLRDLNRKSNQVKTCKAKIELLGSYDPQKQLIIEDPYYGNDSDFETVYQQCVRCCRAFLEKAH
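Assay system: LMPTP-A enzyme. Input: 0.625 nM LMPTP-A final. Probe or stimulus: 400 µM OMFP. Compound dosing: single 20 µM dose. Schedule: 50 min dark incubation at room temperature. Detection: fluorescence intensity of OMFP turnover product. Read-out: percent inhibition versus substrate-only and uninhibited controls. Benchmarks: no-enzyme low control, uninhibited high control.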
SUMO1 PPI mod: modulators of human SUMO1-mediated protein-protein interactions | P63165 | SUMO1 binding to a labelled peptide, TR-FRET, 1 h | inhibition, % at 20 µM | hit rate 0.33% among 360,000; in the data active = inhibition above about 37%
Rpn11 inh: Rpn11 (human) deubiquitinase inhibition | human 26S proteasome, Ub4-pepOG fluorescence polarization; 20S core pre-blocked with epoxomicin | hit rate 0.59% among 360,000 | O00487 | calls only at 20 µM;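 active = inhibition at 20 µM, scaled to each plate's controls, above about 33%, limit read from the data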
SKN-1 inh: C. elegans SKN-1 inhibition | AID 624304 | C. elegans VP596 Pgst-4::GFP/RFP ratio, acrylamide-induced, 24 h | inhibition, % at 21.8 µM | hit rate 0.49% among 360,000;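 active = interference check ratio from 0.5 to 1.5 plus GFP to RFP signal ratio inhibition reaching or exceeding a fixed threshold, cut at about 30% in these data, passing the limit was not always enough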; also: some compounds called inactive have numbers as strong as hits
DNMT1 block: inhibitors of human DNMT1; P26358; DNMT1 molecular beacon, Hinp1I cleavage, fluorescence; inhibition (reported as % activation of signal), % at 10 µM; hit rate 0.83% among 360,000; AID 588458; in the data active = inhibition above about 50%
CendR NRP1 mod: modulators of CendR peptide binding to human neuropilin-1; FAM-RPARPAR peptide binding to NRP-1, fluorescence polarization; inhibition, % at 25 µM; hit rate 0.85% among 360,000; AID 602438;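 active = inhibition or corrected inhibition above about 18%, plus a signal ratio from 0.5 to 1.5, limit read from the data, passing the limit was not always enough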; also: strong numbers were not always called active
Target sequence (O14786 whole entry, looked up): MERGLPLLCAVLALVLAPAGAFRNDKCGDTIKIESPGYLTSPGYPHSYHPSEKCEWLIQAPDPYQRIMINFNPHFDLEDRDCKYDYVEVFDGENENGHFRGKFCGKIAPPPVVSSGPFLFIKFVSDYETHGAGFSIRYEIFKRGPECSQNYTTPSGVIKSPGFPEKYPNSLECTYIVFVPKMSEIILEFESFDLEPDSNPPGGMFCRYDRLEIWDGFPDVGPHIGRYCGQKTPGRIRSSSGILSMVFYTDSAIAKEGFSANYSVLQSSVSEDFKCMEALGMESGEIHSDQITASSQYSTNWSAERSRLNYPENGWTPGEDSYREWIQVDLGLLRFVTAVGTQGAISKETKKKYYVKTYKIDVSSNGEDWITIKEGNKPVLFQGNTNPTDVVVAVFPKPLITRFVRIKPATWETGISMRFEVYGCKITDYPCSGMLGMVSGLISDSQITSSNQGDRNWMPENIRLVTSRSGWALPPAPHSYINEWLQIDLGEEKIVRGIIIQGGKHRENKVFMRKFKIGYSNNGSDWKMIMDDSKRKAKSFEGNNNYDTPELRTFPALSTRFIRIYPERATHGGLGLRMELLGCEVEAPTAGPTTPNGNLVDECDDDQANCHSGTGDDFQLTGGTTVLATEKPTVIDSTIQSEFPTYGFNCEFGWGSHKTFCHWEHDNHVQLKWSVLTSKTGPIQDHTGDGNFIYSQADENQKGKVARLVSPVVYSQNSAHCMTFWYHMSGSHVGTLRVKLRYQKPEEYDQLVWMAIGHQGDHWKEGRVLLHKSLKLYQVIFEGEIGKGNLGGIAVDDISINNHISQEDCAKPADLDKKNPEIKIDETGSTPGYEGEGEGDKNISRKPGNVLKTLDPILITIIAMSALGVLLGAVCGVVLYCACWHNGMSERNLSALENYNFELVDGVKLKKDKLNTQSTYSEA
MT1-MMP act inh: MT1-MMP (human) activation inhibition; hit rate 0.061% among 360,000; AID 651647; HT1080 RFP-PRO-GFP cells, GFP/RFP ratio fluorescence, overnight; percent of plate control window, DMSO zero; GFP/RFP ratio change, % at 20 µM; P50281;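 active = GFP/RFP ratio change of at least 30% with cell ATP level not reduced by more than half and red fluorescence within 50% of control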; also: strong numbers were not always called active
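Assay system – RFP-PRO-GFP reporter HT1080 cells · Compound dosing – single dose of 20 µM compound, 1% DMSO final · Incubation – overnight compound exposure at 37 °C · Measure – GFP/RFP fluorescence ratio · Benchmarks – DMSO wells and RFP-L50D-GFP cells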
* hit, by the source's call; i = inactive; x = no result given.

Scp1 inh	NadD block	STEP block	LMPTP inh	SUMO1 PPI mod	Rpn11 inh	SKN-1 inh	DNMT1 block	CendR NRP1 mod	MT1-MMP act inh	mol
6	-3	9	-1.8	1	i	8	1	13	2	COc1ccccc1CNC(=O)CN(CCc1ccccc1)S(C)(=O)=O
-8	-2	1	-1.7	-2	i	5	-1	-23	-6	CCCCOC(=O)C1=C(C)Nc2ncnn2C1c1ccc(OC)c(OC)c1OC (stereo not drawn)
-11	1	-3	-0.6	8	i	15	3	16	1	COc1ccc(-n2ncc3c2CC(C)(C)CC3NC(=O)CCc2c(C)nn(C)c2C)cc1 (stereo not drawn)
-5	-13	-2	0.6	2	i	17	-2	8	-2	CN1CCN(S(=O)(=O)c2ccc(N(C)Cc3c(F)cccc3Cl)nc2)CC1
-1	2	-1	-7.5	-145	i	-6	-5	7	5	C#CCOCCOCCOCCNc1nc(N2CCN(C(=O)[C@H]([C@@H](C)CC)n3cc([C@@H](N)Cc4ccc(O)cc4)nn3)CC2)nc(N2CCN(C(=O)[C@H](CCCCN)n3cc([C@@H](N)C(C)CC)nn3)CC2)n1 (stereo partly drawn)
-3	0	4	-1.5	0	i	5	1	-4	-4	CC(C)Oc1ccc(C(CC(=O)NCCCN(C)C)c2ccc(F)cc2)cc1 (stereo not drawn)
-11	-6	-2	-1.1	-10	i	-3	-1	3	-3	CC(=O)c1ccc(N2C(=O)[C@@H]3[C@H](C2=O)[C@H]2c4ccccc4C=NN2[C@@H]3C(C)=O)cc1
-12	-8	1	-0.5	-6	i	10	-1	4	0	CCOC(=O)CCSCC(=O)N1N=C(c2cccs2)CC1c1ccc(C)cc1 (stereo not drawn)
-4	8	-1	-0.4	5	i	-6	-8	2	3	O=C(CN1C(=O)NC2(CCCCC2)C1=O)NCc1cccs1
-4	-1	0	2.0	0	i	23	0	1	2	CCCOc1c(OC)cccc1C1CC(=O)Nc2cc(OC)c(OC)c(OC)c21 (stereo not drawn)
0	-5	-4	-2.3	-10	i	14	-11	-6	2	CC1(C)CC(=O)C2=C(C1)N(c1ccccc1)C(N)=C(C#N)C2c1cccnc1 (stereo not drawn)
-1	12	0	1.8	-1	i	-1	-8	6	-4	Cc1ccccc1-n1c(SCC(=O)Nc2ccc3c(c2)OCO3)nnc1-c1ccccn1
3	0	-1	-2.3	1	i	8	-2	16	1	COc1nc(Nc2ccccc2F)nc(OC)n1
4	19	1	3.6	-4	i	-22	-34	-34	-5	Cc1ccc(C2=NN3C(C2)c2ccccc2OC32C(=O)Nc3ccccc32)cc1 (stereo not drawn)
-3	-2	2	-1.0	-1	i	6	-1	8	-1	O=C(O)CCSC1CC(=O)N(c2ccccc2)C1=O (stereo not drawn)
-7	-13	0	2.8	4	i	-3	-3	-13	2	CCc1ccccc1OCC(=O)Nc1cccc(S(=O)(=O)NCc2ccco2)c1
2	9	3	42	-8	i	18	4	-6	-3	Cc1cccn2c(=O)c3cc(C(=O)NCCc4ccccc4)c(=N)n(Cc4ccco4)c3nc12
-1	5	-2	-1.2	-4	i	2	8	6	2	COc1ccccc1OCc1nnc(SCC(=O)NCc2ccco2)n1-c1ccccc1
-9	2	4	-2.2	-1	i	12	2	2	-2	O=C1CCCCCC1C1(O)C(=O)Nc2ccccc21 (stereo not drawn)
-14	-4	1	4.0	10	i	-2	-7	-10	-1	COc1cccc(C(=O)COC(=O)C2CC(=O)N(c3ccc(Oc4ccccc4OC)cc3)C2)c1 (stereo not drawn)
-15	19	0	1.7	-4	i	3	-3	-15	1	O=C(Nc1nc(-c2ccc(-c3ccccc3)cc2)cs1)c1cc([N+](=O)[O-])ccc1N1CCOCC1
-16	4	-1	-0.1	0	i	9	-1	10	-4	COc1ccccc1-c1nc2n(n1)C(c1ccccc1Cl)C(C(N)=O)=C(C)N2 (stereo not drawn)
51*	5	0	-0.1	7	i	8	2	-2	0	Cc1nc(NC(=O)COC(=O)C2CC2C)c(Cl)cc1Cl (stereo not drawn)
-3	3	-1	-0.3	-1	i	3	2	-5	1	CCCCC(=O)NC(N1CCCCC1)C(Cl)(Cl)Cl (stereo not drawn)
-11	-13	2	4.1	-2	i	6	-5	2	-28	C#CCn1c(S(=O)(=O)Cc2ccc(F)cc2)nc(-c2ccccc2)c1-c1ccccc1
4	1	0	-0.6	0	i	5	2	6	-3	Cc1ccc(C(=O)NCC(=O)Nc2ccc3c(c2)OCCO3)cc1
-9	-1	2	0.3	-8	i	-13	0	9	2	Cc1ccccc1Nc1c(-c2ccncc2)nc2ccc(Cl)cn12
x	-7	-2	1.4	4	i	7	-4	-6	0	COc1cccc(NC(=O)C2(C)CCN2C(=O)CCc2ccc(Cl)cc2Cl)c1 (stereo not drawn)
1	-11	0	2.6	0	i	0	-1	-2	-3	CCOC(=O)N1CCC(NC(=S)Nc2ccc3nc(N4CCN(CC)CC4)cc(C)c3c2)CC1
-6	0	0	1.0	-1	i	16	0	2	4	O=C(CN1CCc2cc3c(cc2C1)OCCCO3)Nc1ccc(F)cc1

The closing four entries of the part before lead into the next.
Scp1 inh	NadD block	STEP block	LMPTP inh	SUMO1 PPI mod	Rpn11 inh	SKN-1 inh	DNMT1 block	CendR NRP1 mod	MT1-MMP act inh	mol
-9	-1	2	0.3	-8	i	-13	0	9	2	Cc1ccccc1Nc1c(-c2ccncc2)nc2ccc(Cl)cn12
x	-7	-2	1.4	4	i	7	-4	-6	0	COc1cccc(NC(=O)C2(C)CCN2C(=O)CCc2ccc(Cl)cc2Cl)c1 (stereo not drawn)
1	-11	0	2.6	0	i	0	-1	-2	-3	CCOC(=O)N1CCC(NC(=S)Nc2ccc3nc(N4CCN(CC)CC4)cc(C)c3c2)CC1
-6	0	0	1.0	-1	i	16	0	2	4	O=C(CN1CCc2cc3c(cc2C1)OCCCO3)Nc1ccc(F)cc1
-7	1	-2	-2.3	1	i	-3	3	2	11	Cn1ccnc1Sc1nnnn1-c1ccccc1
-4	-1	-1	-1.1	4	i	-5	2	-3	0	CCCn1c(SCC(=O)NNC(=O)c2ccc(C)cc2)nnc1C(C)C
-6	1	-3	-1.2	-6	i	1	-1	11	-1	CN(CC(=O)Nc1cccc2ccccc12)C(=O)c1ccc(F)cc1F
-12	-5	-2	-0.9	3	i	-20	0	-2	2	Cc1ccc(CCNC(=O)CN2CCN(Cc3ccccc3F)C2=O)cc1
x	10	-1	1.4	5	i	28	-12	-1	3	Cc1nc(-c2cccc(NC(=O)c3ccc(Cl)c(S(=O)(=O)N4CCCC4)c3)c2)cs1
-2	0	0	0.1	-8	i	10	-3	0	-4	CN(C)c1ccc(C(C(=O)NCC2CCCO2)N(C(=O)c2snc(C(N)=O)c2N)c2ccccc2)cc1 (stereo not drawn)
x	-4	4	-2.5	-2	i	0	4	7	1	CN1CCn2cnc(C(=O)NCc3ccc(CNC(=O)OC(C)(C)C)cc3)c2C1=O
-7	-6	1	0.6	-2	i	-1	-2	5	-2	Cc1ccc(OCCCC(=O)Nc2ccc(Br)cc2)cc1
-4	7	0	-0.5	2	i	6	-1	-5	0	CC(=O)N1CCN(Cc2nc(C(c3ccccc3)c3ccccc3)no2)CC1
4	-1	-1	-1.4	-3	i	13	-1	-22	-6	S=c1[nH]c2ccccc2o1
-7	-2	-3	-1.7	-4	i	27	1	4	0	CC(=O)c1ccccc1NC(=O)CCNC(=O)c1ccco1
-14	-5	1	1.7	1	i	22	-6	-7	2	Cc1c(C)n(CCC#N)c2ccc(Cl)cc12
-6	3	0	0.3	0	i	0	-6	-8	5	COC(=O)c1c(-c2ccc(OC)c(OC)c2)csc1N
x	x	x	-1.0	0	x	3	x	-15	9	CC(C)NC(=O)C1(C)CSCC(=O)N1Cc1cccs1 (stereo not drawn)
1	2	-2	-1.2	-3	i	2	1	-6	-5	CCOc1cc(C(=O)OCC(=O)Nc2ccc(F)cc2Cl)ccc1OCC(=O)N1CCOCC1
-10	-3	-3	2.5	0	i	-2	2	9	-2	CC(C)C(c1nnnn1C1CCCCC1)N1CCCc2ccccc21 (stereo not drawn)
-10	-3	1	-1.5	-13	i	9	3	4	-1	Cn1cnc2ccc([N+](=O)[O-])cc2c1=O
-2	0	-2	-0.5	-2	i	-14	7	2	-1	COc1ccc(CC(=O)NNC(=O)c2ccoc2C)cc1OC
4	2	1	-0.6	8	i	5	2	-4	7	C/C(=N/NS(=O)(=O)c1ccc(CC(C)C)cc1)c1ccncc1
-6	-3	-3	-0.5	4	i	0	-3	2	2	Cc1cc(=O)n2nc(N3CCC(C(=O)NCC(C)c4ccccc4)CC3)sc2n1 (stereo not drawn)
3	-2	-2	-0.1	-3	i	-5	3	2	3	CCOC(=O)C1CCN(C(=O)c2sc3ncnc(N4CCC(C)CC4)c3c2C)CC1
-3	-4	-6	-0.3	-1	i	-24	0	11	2	CCN1C(=O)N(C)C2(c3ccccc3)N(C)C(=O)N(C)C12c1ccccc1 (stereo not drawn)
3	-7	-3	-0.8	-2	i	5	2	-2	0	Cc1cccc(N(CC(=O)NC(C)(C)C)C(=O)CCC(=O)Nc2nccs2)c1
-3	-2	1	1.2	5	i	-2	-3	11	2	CCOc1ccc(NC(=O)CCC(=O)NNC(=O)COc2ccccc2C)cc1
-1	1	8	0.6	-3	i	4	1	0	-3	CNC(=O)CN(c1cc(OCCOC)c(Cl)cc1Cl)S(=O)(=O)c1ccc(OC)cc1
-8	-8	1	-0.2	0	i	7	2	3	4	O=C(/C=C/c1ccc(Cl)cc1)NCCc1ccccc1
-6	-9	-2	-0.1	2	i	8	0	-2	-1	COc1cc(NC(=O)CCN2CCN(c3ccccc3F)CC2)cc(OC)c1
-10	2	-3	-1.2	6	i	-1	0	-6	-3	CCCC1NC(C(=O)O)Cc2c1[nH]c1ccccc21 (stereo not drawn)
-5	-2	-1	0.4	0	i	6	3	1	3	CCCOC(=O)c1c(NC(=O)CCC(=O)O)sc2c1CCCCC2
0	-5	1	0.5	-2	i	-18	0	2	0	CSc1nc2ccc(NC(=O)C3CCCO3)cc2s1 (stereo not drawn)
-6	-8	-1	-2.0	1	i	-2	1	4	3	Cn1c(=O)cc(OCC(=O)NCCc2ccc(Cl)cc2)c2ccccc21
x	x	x	2.0	7	x	7	x	12	-3	CCOC(=O)[C@]12CCCC=C1N(CCC1=CCCCC1)C(=O)[C@H](CC(=O)NCc1ccccc1)C2
